# Source: PubChem (several laboratories)
# DDE Tn6 FP inh: inhibitors of Tn6 peptide binding to fibrin DD(E), primary screen, biochemical, fluorescence polarization, human fibrin, Tn6 probe | Fibrin DD(E) TRITC-Tn6 fluorescence polarization displacement | inhibition, % at 8.3 µM | 0.21% of 370,000 active;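 active = inhibition above a per-campaign cutoff: mean of compounds within control limits plus 3 SD, cut at about 15% in these data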;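 also: 0% = median of all compound wells on the plate and 100% = blocking peptide control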
# PLCg1 inh: PLC-gamma1 enzyme inhibitors, primary screen, biochemical, fluorescence, purified enzyme; 0.84% of 370,000 active; 1-phosphatidylinositol 4,5-bisphosphate phosphodiesterase gamma-1 (Homo sapiens), P19174; AID 720700, 2013; inhibition, % at 12.2 µM; fluorogenic substrate; in the data active = inhibition above about 9.5%
# HGIII-sPLA2 inh: human group III sPLA2 inhibitors, primary screen, biochemical, QFRET, BODIPY PC-A2 liposome substrate. Group 3 secretory phospholipase A2 (Homo sapiens), Q9NZ20. QFRET BODIPY PC-A2 liposome hydrolysis, fluorescence. inhibition, % at 12.2 µM. 0.56% of 370,000 active;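 active = inhibition above mean plus 3 SD of compounds lying within the high and low control bounds, cut at about 19% in these data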;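 also: 0% = median of test compound wells and 100% = no enzyme DMSO wells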
# PLCb3 inh: human PLC-beta3 inhibitors, primary screen, biochemical, fluorescence | Purified PLC-beta3, fluorogenic substrate | inhibition, % at 12.2 µM | 0.18% of 370,000 active | AID 720704, 2013; in the data active = inhibition above about 11%;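 also: 0% = median of compound wells on plate and 100% = full blocker control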
# ASAP1 GAP inh: inhibitors of human ASAP1 ArfGAP activity, primary screen, biochemical, fluorescence polarization; Arf-GAP with SH3 domain, ANK repeat and PH domain-containing protein 1 (Homo sapiens), …; ASAP1-stimulated ARF1 GTP hydrolysis, GDP FP detection; inhibition, % at 16.5 µM; 0.19% of 360,000 active; AID 624377, 2012; in the data active = inhibition above about 25%;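 also: 0% = vehicle with enzyme and substrate and 100% = no enzyme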
# ARFGAP1 inh: inhibitors of rat ARFGAP1 GAP activity, primary screen, biochemical, fluorescence polarization, GDP tracer; 0.26% of 360,000 active; AID 651572, 2012; inhibition, % at 16.5 µM; ADP-ribosylation factor GTPase-activating protein 1 (Rattus norvegicus), Q62848; Arfgap1-stimulated ARF1 GTP hydrolysis, GDP FP detection;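 active = inhibition above a per-plate limit, mean inhibition of low control wells plus 3 SD, cut at about 25% in these data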;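 also: 0% = DMSO wells with enzyme and 100% = wells lacking Arfgap1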
# Target sequence (Q62848 1-136 limits assumed): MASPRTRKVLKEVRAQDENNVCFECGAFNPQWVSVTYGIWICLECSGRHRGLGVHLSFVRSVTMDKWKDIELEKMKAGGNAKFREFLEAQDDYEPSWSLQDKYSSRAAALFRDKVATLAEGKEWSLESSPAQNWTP
#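 Assay system: Rat Arfgap1 GAP domain (His6, aa 1-136), purified enzyme | Buffer or medium: HEPES 25 mM pH 7.5, NaCl 150 mM, MgCl2, DTT | Schedule: GTP hydrolysis reaction 2 h at 25 °C | Signal: FP of antibody-bound GDP Alexa 633 tracer, ex 620/em 688 nm | Measure: Percent inhibition of Arfgap1-stimulated GTP hydrolysis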
# KLK7 zymogen act: proKLK7 zymogen activators, primary screen, biochemical, fluorescence intensity. Kallikrein-7 (Homo sapiens), P49862. purified proKLK7, EDANS-DABCYL substrate fluorescence; 100% is mature enzyme control, 0% vehicle. activation, % at 7 µM. 0.9% of 370,000 active;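 active = activation above the mean of all tested compounds plus 3 SD, computed per campaign excluding outliers beyond control limits, cut at about 13% in these data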
# UHRF1 binding: UHRF1 methylated DNA binding inhibitors, primary screen, counter-screen for MBD2 inhibitor project, biochemical, TR-FRET, human UHRF1, single concentration; E3 ubiquitin-protein ligase UHRF1 (Homo sapiens), Q96T88; UHRF1 binding to methylated oligo; inhibition, % at 4.4 µM; 0.75% of 370,000 active; AID 687016, 2013; in the data active = inhibition above about 21%;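 also: UHRF1 SRA domain binding a hemimethylated CpG hairpin DNA probe; 0% = median of test compound wells and 100% = reference inhibitor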
# Target sequence (Q96T88 whole entry, looked up, the tested form may be a part): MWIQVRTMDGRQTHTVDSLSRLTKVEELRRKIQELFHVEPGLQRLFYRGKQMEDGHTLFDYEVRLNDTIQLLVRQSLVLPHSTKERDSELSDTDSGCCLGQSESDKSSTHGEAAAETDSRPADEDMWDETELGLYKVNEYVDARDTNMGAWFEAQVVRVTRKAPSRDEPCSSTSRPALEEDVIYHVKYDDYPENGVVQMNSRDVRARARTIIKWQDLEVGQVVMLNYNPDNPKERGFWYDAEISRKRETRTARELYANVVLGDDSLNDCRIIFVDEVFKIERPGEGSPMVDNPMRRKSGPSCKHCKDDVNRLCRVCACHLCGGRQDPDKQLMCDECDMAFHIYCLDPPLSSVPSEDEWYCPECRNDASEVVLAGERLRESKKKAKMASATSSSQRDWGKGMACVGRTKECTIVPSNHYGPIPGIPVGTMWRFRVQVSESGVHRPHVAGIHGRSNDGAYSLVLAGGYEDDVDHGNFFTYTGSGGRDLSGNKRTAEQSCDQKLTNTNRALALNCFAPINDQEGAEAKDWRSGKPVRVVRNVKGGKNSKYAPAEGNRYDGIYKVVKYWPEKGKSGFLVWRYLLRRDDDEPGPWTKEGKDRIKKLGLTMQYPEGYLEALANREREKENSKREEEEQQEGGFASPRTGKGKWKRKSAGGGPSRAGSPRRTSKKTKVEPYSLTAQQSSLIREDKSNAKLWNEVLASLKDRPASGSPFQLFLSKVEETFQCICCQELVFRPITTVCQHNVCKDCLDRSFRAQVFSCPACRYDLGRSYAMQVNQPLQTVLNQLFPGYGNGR
# NR1D1 modulator: modulators of Rev-erb alpha DNA binding, primary screen, biochemical, FITC-DNA, fluorescence polarization, uHTS | Nuclear receptor subfamily 1 group D member 1 (Homo sapiens), P20393 | Rev-erbα–FITC-DNA binding, 90 min | activity, % at 10 µM | 0.79% of 370,000 active | AID 1259318, 2017;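 active = activity above about 14%, limit read from the data; passing the limit was not always enough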;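 also: 0% = DMSO wells with 35 nM protein and 100% = DMSO wells with 750 nM protein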
# Tn7 DDE FP: inhibitors of Tn7 peptide binding to fibrin DD(E), primary screen, biochemical, fluorescence polarization, human fibrin, Tn7 probe; Fibrinogen beta chain (Homo sapiens), P02675; FP displacement of FITC-Tn7 peptide from fibrin DD(E); 0% = median of compound wells per plate; inhibition, % at 8.3 µM; 0.13% of 370,000 active;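 active = inhibition above the mean of compounds falling within the control limits plus 3 SD of them, cut at about 14% in these data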;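 also: 0% = plate median of compound wells and 100% = 10 µM Aha-Tn7 peptide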
#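 system = human fibrin DD(E) protein | quantity = DD(E) 2 µM final | medium = Tris/NaCl/CaCl2 buffer, pH 7.8 | also added = labelled Tn7 tracer, 0.1 µM | compound dosing = single point at 8.3 µM | timing = compound with protein 10 min, then 3 h after probe, room temperature | signal = FP measurement | benchmarks = Aha-Tn7 high control | repeats = one replicate per compound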
# Starred values were filed as active, the others as inactive; x = not tested or not shown.
# Each structure is followed by: KLK7 zymogen act	ARFGAP1 inh	PLCb3 inh	NR1D1 modulator	Tn7 DDE FP	UHRF1 binding	ASAP1 GAP inh	DDE Tn6 FP inh	PLCg1 inh	HGIII-sPLA2 inh
O=C(N/N=C/C1CC2CCC1C2)C1CC1 (stereo unspecified)
  0.3	2	-5	-4	-5	-2	0	1	-1	-1
O=C(O)c1cccc(N/N=C/c2cccs2)c1
  1.1	-8	-7	-5	-4	-2	4	1	1	-14
COc1ccccc1-n1nnnc1SC(C)C(=O)NC1CCCC1 (stereo unspecified)
  0.2	5	1	-3	6	2	-8	2	-1	8
CCOc1cccc(OCCCOc2cccc3cccnc23)c1
  -0.2	0	-5	7	-3	-1	18	-8	-4	-9
O=C(c1ccco1)N1CCN(S(=O)(=O)c2cccc(C(F)(F)F)c2)CC1
  -0.4	0	-2	0	7	-1	-8	5	2	-4
COC(=O)C1=C(C(=O)OC)SC2(S1)C(C(=O)OC)=C(C(=O)OC)SC1=C2c2cc(C)ccc2NC1(C)C
  0.3	3	-3	3	1	-14	7	-2	-1	-1
CN(CC(=O)N1CCCCCC1)S(=O)(=O)c1ccccc1
  0.6	11	-7	-2	-6	0	19	-5	2	3
COc1ccc(CCNC(=O)C2CCN(S(=O)(=O)c3ccc(OC)c(OC)c3)CC2)cc1OC
  -0.2	1	-3	2	-3	-1	-5	1	-1	-3
Cc1ccc(NC(=O)CN2CCC(C(=O)c3ccc4c(c3)OCCO4)CC2)cc1
  0.1	5	-4	4	1	0	21	-1	-2	-13
Cc1ccn2cc(CNC(=O)c3cccs3)nc2c1
  -0.1	-6	-1	-6	-1	0	0	-5	0	4
COc1ccc2c(=O)cc(-c3cccnc3)oc2c1OC
  -0.7	0	-11	3	9	2	-12	-8	-4	20*
Cc1ccc(S(=O)(=O)NC(=O)NCc2ccccc2)cc1
  -0.3	0	-2	3	5	0	2	1	-3	6
CCCCC(=O)N(C)c1c(CC)nc2c(OCC3CCCCC3)cccn12
  0.6	-7	0	4	-10	2	15	0	1	8
N#C/C(=C\c1ccncc1)C(=O)Nc1ccc(C(=O)O)cc1
  -0.3	-2	-8	-2	3	0	-5	1	5	5
CCOC(=O)c1nn(C23CC4CC(CC(C4)C2)C3)c2c1C(=O)N(c1ccc(C)cc1)C2=O
  0.6	8	-1	-1	4	0	-7	-2	-2	5
COc1ccc(/C(C)=N/Nc2ncc(Cl)cc2Cl)c(O)c1
  -0.1	-5	-5	7	3	24*	7	0	-4	10
COc1ccc(N=Nc2nc3cc(Br)c(Br)cc3n2C)c(OC)c1
  -0.3	-5	-10	1	28*	-3	-13	0	-12	-77
Cc1ccc(C)c(NC(CC(=O)c2ccccc2)C(=O)OCC(=O)c2cccs2)c1 (stereo unspecified)
  0.1	10	3	-1	-7	0	3	-12	2	-7
Cc1cnc(NC(=O)c2ccc(F)c(S(=O)(=O)N3CCOCC3)c2)s1
  10	9	-16	0	-2	-1	-4	2	-9	-1
CC1CCCN(C2=C(NS(=O)(=O)c3ccc(Br)cc3)C(=O)c3ccccc3C2=O)C1 (stereo unspecified)
  0.2	8	-16	7	4	-1	-10	4	-5	8
CCn1cc(CN2CCC(C(=O)Nc3cccc(-c4cccc(Cl)c4)c3)CC2)cn1
  0.2	11	-1	-4	-2	-2	-6	-3	7	-29
NS(=O)(=O)c1ccc(NC(=O)c2c(F)cccc2Cl)cc1
  0.2	-13	-1	-1	-2	0	-9	-1	2	-5
CO[C@H]([C@H](C)/C=C/N(C)C=O)[C@@H](C)C(=O)CC[C@H](C)[C@H](O)[C@H](C)[C@H]1OC(=O)/C=C/C(C)=C/C[C@H](O)C[C@@H]2C=CC[C@@H](C[C@H](OC)[C@@H](C)[C@@H](OC)C[C@@H](OC)[C@@H]1C)O2
  x	x	2	-2	-8	-1	x	-6	2	-20
Cc1c(N/C(=N/S(=O)(=O)c2ccc(F)cc2)c2ccccc2)c(=O)n(-c2ccccc2)n1C
  -0.5	-21	-1	-3	0	0	3	2	-3	-7
O=C(NCc1ccc(Cl)cc1)[C@@H]1CCCN1S(=O)(=O)c1ccc(Cl)cc1
  0.2	-6	2	-2	4	-1	16	2	3	-5
CCc1ccccc1NC(=O)CN(C)C(=O)c1cc(C2CC2)nc2c1cnn2C(C)C
  -0.2	-1	-4	3	1	2	-2	-3	-3	-1
O=C(Nc1ccc2ccccc2c1)c1onc2c1CCCC2
  0.3	-12	1	4	-1	-2	9	2	1	-4
CSc1ccc(CNC(=O)C2CCC(=O)N(Cc3cccc(F)c3)C2)cc1 (stereo unspecified)
  -0.1	7	-4	3	3	-2	-1	10	-2	0
O=C(N/C(=C\c1cccs1)C(=O)N1CCOCC1)c1cccs1
  0.0	11	-1	-6	2	0	-7	-1	1	0
O=C(CN1CCCCCC1)N/N=C/c1cccc(Cl)c1Cl
  -0.7	-7	6	3	-10	1	9	4	6	-1

# As a working copy, some entries already given:
# Each structure is followed by: KLK7 zymogen act	ARFGAP1 inh	PLCb3 inh	NR1D1 modulator	Tn7 DDE FP	UHRF1 binding	ASAP1 GAP inh	DDE Tn6 FP inh	PLCg1 inh	HGIII-sPLA2 inh
CC1CCCN(C2=C(NS(=O)(=O)c3ccc(Br)cc3)C(=O)c3ccccc3C2=O)C1 (stereo unspecified)
  0.2	8	-16	7	4	-1	-10	4	-5	8
CCn1cc(CN2CCC(C(=O)Nc3cccc(-c4cccc(Cl)c4)c3)CC2)cn1
  0.2	11	-1	-4	-2	-2	-6	-3	7	-29
NS(=O)(=O)c1ccc(NC(=O)c2c(F)cccc2Cl)cc1
  0.2	-13	-1	-1	-2	0	-9	-1	2	-5
CO[C@H]([C@H](C)/C=C/N(C)C=O)[C@@H](C)C(=O)CC[C@H](C)[C@H](O)[C@H](C)[C@H]1OC(=O)/C=C/C(C)=C/C[C@H](O)C[C@@H]2C=CC[C@@H](C[C@H](OC)[C@@H](C)[C@@H](OC)C[C@@H](OC)[C@@H]1C)O2
  x	x	2	-2	-8	-1	x	-6	2	-20
Cc1c(N/C(=N/S(=O)(=O)c2ccc(F)cc2)c2ccccc2)c(=O)n(-c2ccccc2)n1C
  -0.5	-21	-1	-3	0	0	3	2	-3	-7
O=C(NCc1ccc(Cl)cc1)[C@@H]1CCCN1S(=O)(=O)c1ccc(Cl)cc1
  0.2	-6	2	-2	4	-1	16	2	3	-5
CCc1ccccc1NC(=O)CN(C)C(=O)c1cc(C2CC2)nc2c1cnn2C(C)C
  -0.2	-1	-4	3	1	2	-2	-3	-3	-1
O=C(Nc1ccc2ccccc2c1)c1onc2c1CCCC2
  0.3	-12	1	4	-1	-2	9	2	1	-4
CSc1ccc(CNC(=O)C2CCC(=O)N(Cc3cccc(F)c3)C2)cc1 (stereo unspecified)
  -0.1	7	-4	3	3	-2	-1	10	-2	0
O=C(N/C(=C\c1cccs1)C(=O)N1CCOCC1)c1cccs1
  0.0	11	-1	-6	2	0	-7	-1	1	0
O=C(CN1CCCCCC1)N/N=C/c1cccc(Cl)c1Cl
  -0.7	-7	6	3	-10	1	9	4	6	-1

# Next records follow:
# Each structure is followed by: KLK7 zymogen act	ARFGAP1 inh	PLCb3 inh	NR1D1 modulator	Tn7 DDE FP	UHRF1 binding	ASAP1 GAP inh	DDE Tn6 FP inh	PLCg1 inh	HGIII-sPLA2 inh
CCn1c(C)c(C(C)=O)c(N2CCN(c3cccc(Cl)c3)CC2)nc1=S
  0.5	7	-3	2	-4	-2	4	4	-2	1
NC(=O)c1ccc(/C=N/O)nc1
  3.2	-2	0	3	5	0	7	9	-3	3
Cc1ccc(SCC(=O)OCC(=O)Nc2ccc3[nH]c(=O)[nH]c3c2)cc1C
  -0.3	-4	-2	-6	1	2	-5	4	0	3
CCOc1ccc(NS(=O)(=O)c2cccc(C(=O)NCC3(N(C)C)CCCCC3)c2)cc1
  0.1	5	1	1	-7	2	6	1	7	1
CC(=O)c1ccc(N2CCN(C(=O)c3ccc4c(=O)[nH]c5c(C(=O)NC6CCCC6)sc(=S)n5c4c3)CC2)cc1
  -0.2	-9	-12	3	-6	-2	8	-7	-5	-2
CC(=O)Nc1ccc(S(=O)(=O)Nc2nc3ccc(C)cc3s2)cc1
  0.1	5	5	1	2	-4	-7	0	5	-38
COc1ccc(-c2c(C)nn3c(N4CCOCC4)cc(C)nc23)cc1OC
  0.7	-2	-12	2	-10	3	6	0	-2	2
COc1ccc(N2CCN(c3nc(Cl)nc(Nc4ccc(F)cc4)n3)CC2)cc1
  -0.1	7	-1	1	1	-4	7	6	-3	4
CC(C)(C)NC(=O)C(c1ccc(O)cc1)N(C(=O)Cn1nnc(-c2ccc(F)cc2)n1)c1ccccc1F (stereo unspecified)
  -0.2	4	2	6	6	2	8	-3	3	-39
Cc1ccc2ncnc(Oc3ncccc3[N+](=O)[O-])c2c1
  0.4	-1	-22	2	2	0	2	4	-21	-3
COc1ccc(NC(=O)Nc2ncn(Cc3cccc(C(F)(F)F)c3)n2)cc1OC
  0.1	8	1	5	-4	3	11	-7	-3	1
CCCCNC(=O)OC(C)CNC(=O)Oc1cccc(C)c1 (stereo unspecified)
  -0.1	4	1	0	-4	3	-13	-5	-1	7
O=C(c1ccc([N+](=O)[O-])cc1[N+](=O)[O-])N1CCc2ccccc21
  -0.1	3	-1	-4	2	-2	5	-2	4	3
C=CCn1c(SCc2cccnc2)nnc1-c1ccncc1
  -0.5	8	0	-1	-5	0	-4	-1	2	4
CCCCN1C(=S)NC[C@@H]1c1ccccc1
  -0.2	3	2	-6	-2	5	8	-2	1	8
CC1CN(C(=O)/C=C/c2cccc([N+](=O)[O-])c2)CC(C)O1 (stereo unspecified)
  -0.3	5	-6	-2	0	2	-7	2	-7	1
O=C1CCCC2=C1CC(C(=O)OCc1ccccc1)C(=O)N2Cc1ccccc1 (stereo unspecified)
  0.3	12	-2	-1	-7	-2	8	0	-3	-34
